Screening results from PubChem.
ATG4B inh: inhibitors of human ATG4B cysteine protease; inhibition, % at 8.33 µM; 0.51% of 340,000 active; AID 504462; ATG4B cleavage of LC3-PLA2, NBD-HPC fluorescence, 1 h; Q9Y4P1; in the data active means inhibition above about 40%
hIAP act: human IAP activation | purified human IAP, CDP-Star luminescence, 30 min; hits give high values; 1 = vehicle-only enzyme, 0 = enzyme-free background | activation factor at 10 µM | 0.16% of 330,000 active | AID 2524;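 active means activation factor of the enzyme at least 2-fold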; further: the source names both 10 and 20 µM as test concentration; values of inactives mirror those of a sister screen read the other way
Target sequence (P09923 whole entry, looked up): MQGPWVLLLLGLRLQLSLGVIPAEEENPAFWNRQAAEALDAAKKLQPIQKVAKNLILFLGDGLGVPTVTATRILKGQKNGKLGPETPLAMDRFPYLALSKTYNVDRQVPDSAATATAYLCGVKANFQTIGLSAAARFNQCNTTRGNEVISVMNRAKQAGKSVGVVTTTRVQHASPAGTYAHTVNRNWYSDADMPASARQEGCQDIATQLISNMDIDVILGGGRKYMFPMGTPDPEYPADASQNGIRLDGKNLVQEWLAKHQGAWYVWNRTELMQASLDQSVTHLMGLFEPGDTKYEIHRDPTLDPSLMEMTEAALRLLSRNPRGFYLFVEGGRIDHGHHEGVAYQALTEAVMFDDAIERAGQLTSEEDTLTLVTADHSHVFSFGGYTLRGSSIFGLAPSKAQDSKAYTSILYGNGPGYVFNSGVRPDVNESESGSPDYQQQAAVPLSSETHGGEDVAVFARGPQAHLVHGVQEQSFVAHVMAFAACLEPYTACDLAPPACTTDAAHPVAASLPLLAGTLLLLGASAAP
APOBEC3A inh: blocks human APOBEC3A ssDNA deamination. AID 493011. inhibition, % at 20 µM. 0.41% of 330,000 active. recombinant A3A, FAM/TAMRA ssDNA deamination fluorescence;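 active means at least 40% inhibition at 20 µM here, with at most 30% in a related deaminase screen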;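 further: plate controls were A3A with DMSO for no effect and wells lacking A3A enzyme for full effect; some results filed as inactive read as strong as hits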
Target sequence (P31941 whole entry, looked up): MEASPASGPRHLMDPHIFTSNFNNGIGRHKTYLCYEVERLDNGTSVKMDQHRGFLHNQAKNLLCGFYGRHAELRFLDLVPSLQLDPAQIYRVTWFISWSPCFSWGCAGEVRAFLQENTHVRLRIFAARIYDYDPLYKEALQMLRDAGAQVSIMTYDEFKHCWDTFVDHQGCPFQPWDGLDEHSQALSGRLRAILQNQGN
A3G deaminase: inhibitors of human APOBEC3G DNA deaminase | Q9HC16 | recombinant A3G, ssDNA deamination FAM/TAMRA fluorescence | inhibition, % at 20 µM | 0.28% of 330,000 active;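 active means inhibition of at least 40% at 20 µM, with no more than 30% in the related APOBEC3A deaminase screen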;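 further: plate controls were DMSO wells with A3G for no effect and wells lacking A3G enzyme for full effect; some compounds called inactive have numbers as strong as hits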
MPTP inh: blocks calcium-induced mitochondrial swelling; isolated mouse mitochondria, Ca2+ swelling absorbance, 30 min; inhibition, % at 10 µM; 1.4% of 360,000 active;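 active means inhibition of 50% or more, scaled per plate between neutral and stimulator controls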;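 further: 0% = DMSO wells given calcium and 100% = 1 mM EGTA wells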
MIN6 prolif: inducers of beta-cell replication in MIN6 cells | MIN6 cells proliferation, ATPlite luminescence, 48 h; cells starved in 0.2% serum; 100% = growth in 10% serum | proliferation, % at 10 µM | 0.29% of 330,000 active;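 active means compounds whose signal lies at least 3.5 SD above the mean of all wells on their plate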;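 further: 0% = DMSO-treated cells in low-serum medium and 100% = 10% serum control; some compounds called inactive have numbers as strong as hits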
mIAP act: mouse IAP activation; muIAP, CDP-Star luminescence, 30 min; hits give high values; 1 = vehicle-only enzyme signal, 0 = enzyme-free wells; activation factor at 10 µM; 0.24% of 330,000 active; AID 2805;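 active means activation factor of at least 2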; further: the source names both 10 and 20 µM as test concentration; values of inactives mirror those of a sister screen read the other way
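Assay system: mouse IAP enzyme; reagent: chemiluminescent substrate CDP-Star; dosing: test compounds delivered from DMSO solution; schedule: 30 min at room temperature; measured by: luminescence from enzymatic CDP-Star hydrolysis; controls: DMSO-only wells and no-enzyme negative control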
hIAP block: human IAP inhibition; P09923; purified IAP, CDP-Star luminescence, 30 min; inhibition, % at 10 µM; 0.12% of 330,000 active; AID 2544;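 active means inhibition reaching a set limit with compound at 10 µM in the primary screen, cut at about 35% in these data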;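 further: plate controls were DMSO wells with enzyme for no effect and no-enzyme buffer wells for full effect; values of inactives mirror those of a sister screen read the other way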
mIAP block: mouse IAP inhibition. purified mouse IAP, CDP-Star luminescence, 30 min. inhibition, % at 10 µM. 0.2% of 330,000 active. AID 2806;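 active means inhibition of at least 40% at 10 µM in the primary screen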;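 further: plate controls were DMSO with enzyme for no effect and no enzyme wells for full effect; values of inactives mirror those of a sister screen read the other way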
Active calls of the source: *.

For CC1CCC(NC(=O)COC(=O)CSc2ccc(C(N)=O)cc2[N+](=O)[O-])CC1 (stereo not drawn) the results were ATG4B inh -1, hIAP act 1.1, APOBEC3A inh -4, A3G deaminase -8, MPTP inh -0.5, MIN6 prolif 0, mIAP act 1, hIAP block -6 and mIAP block -1.
For Cc1ccc(S(=O)(=O)N2CCc3ccccc3C2CN2C(=O)c3ccccc3C2=O)cc1 (stereo not drawn) the results were ATG4B inh -5, hIAP act 0.92, APOBEC3A inh -2, A3G deaminase -3, MPTP inh 0.6, MIN6 prolif 0, mIAP act 0.93, hIAP block 8 and mIAP block 7.
Screening O=C(CN1CCN(Cc2ccccc2Cl)CC1)N=Nc1c(O)[nH]c2ccccc12 returned ATG4B inh 0, hIAP act 1.3, APOBEC3A inh 1, A3G deaminase -5, MPTP inh 1.6, MIN6 prolif 5, mIAP act 1, hIAP block -34 and mIAP block 0.
Screening Cc1ccc(C(C(=O)NC2CCCC2)N2CCc3ccccc32)cc1 (stereo not drawn) returned ATG4B inh -4, hIAP act 0.92, APOBEC3A inh -4, A3G deaminase -9, MPTP inh -0.7, MIN6 prolif -1, mIAP act 1.1, hIAP block 8 and mIAP block -6.
C/C(=N\OCC(=O)Nn1c(C)nc2ccccc2c1=O)c1cccs1 was read as ATG4B inh 2, hIAP act 0.98, APOBEC3A inh -1, A3G deaminase 8, MPTP inh 0.3, MIN6 prolif -2, mIAP act 1.1, hIAP block 2 and mIAP block -12.
Screening O=C(NC1CCCCC1)c1ccc(-c2ccc(Cl)cc2)o1 returned ATG4B inh 5, hIAP act 1, APOBEC3A inh 1, A3G deaminase 5, MPTP inh 2.6, MIN6 prolif -5, mIAP act 1.1, hIAP block -5 and mIAP block -12.
Screening O=C(Nc1ccccc1)c1ccc(NCC2CCCO2)c([N+](=O)[O-])c1 (stereo not drawn) returned ATG4B inh -5, hIAP act 0.98, APOBEC3A inh 6, A3G deaminase -7, MPTP inh 0.5, MIN6 prolif -1, mIAP act 0.93, hIAP block 2 and mIAP block 8.
O=C(COC(=O)CCc1ccccc1)Nc1ccccc1OC(F)F was read as ATG4B inh 3, hIAP act 0.96, APOBEC3A inh 0, A3G deaminase -2, MPTP inh 0.6, MIN6 prolif -3, mIAP act 0.98, hIAP block 4 and mIAP block 2.
Screening CCCc1nnc(SCC(=O)N2CCOCC2)n1CC1CCCO1 (stereo not drawn) returned ATG4B inh 2, hIAP act 1.2, APOBEC3A inh 4, A3G deaminase -3, MPTP inh -0.6, MIN6 prolif -4, mIAP act 1, hIAP block -20 and mIAP block -3.
For CCC(C)/C(C)=N/NC(=O)c1ccc(CSc2nc3ccccc3s2)cc1 (stereo not drawn) the results were ATG4B inh 2, hIAP act 1, APOBEC3A inh 3, A3G deaminase -3, MPTP inh 28, MIN6 prolif 0, mIAP act 1, hIAP block -2 and mIAP block 0.
For CCOC(=O)CSc1nc(N)c(C#N)cc1C#N the results were ATG4B inh -4, hIAP act 0.94, APOBEC3A inh -1, A3G deaminase -4, MPTP inh 0.0, MIN6 prolif -1, mIAP act 0.94, hIAP block 6 and mIAP block 6.
Screening CC(C)CN1C(=O)c2ccc(C(=O)Nc3ccc(OCC(=O)O)cc3)cc2C1=O returned ATG4B inh -11, hIAP act 1, APOBEC3A inh 4, A3G deaminase 1, MPTP inh -0.1, MIN6 prolif -5, mIAP act 1, hIAP block -4 and mIAP block -1.
`Cc1ccc(-c2nnc(SCC(=O)N/N=C/c3ccccc3C(=O)O)n2-c2ccc(C)cc2)cc1` gave ATG4B inh -6, hIAP act 1, APOBEC3A inh 6, A3G deaminase 3, MPTP inh -0.1, MIN6 prolif 0, mIAP act 1, hIAP block -1 and mIAP block -2.
`Cc1c(/C=N/NC(=O)c2ccc(Br)o2)cnn1C` gave ATG4B inh -4, hIAP act 1, APOBEC3A inh -3, A3G deaminase -5, MPTP inh 0.7, MIN6 prolif -2, mIAP act 1.1, hIAP block -4 and mIAP block -6.
Screening COc1ccc(CN2CCN(c3ncccn3)CC2)c(C)c1C returned ATG4B inh 8, hIAP act 0.96, APOBEC3A inh -2, A3G deaminase -4, MPTP inh 1.3, MIN6 prolif 0, mIAP act 0.96, hIAP block 4 and mIAP block 4.
COc1ccccc1NCCC(=O)OCC(=O)Nc1cccc(S(=O)(=O)N(C)C)c1 was read as ATG4B inh -3, hIAP act 1.1, APOBEC3A inh -3, A3G deaminase -5, MPTP inh 0.2, MIN6 prolif -1, mIAP act 1.1, hIAP block -6 and mIAP block -12.
`CC1(C2CC2)NC(=O)N(CC(=O)NCc2ccc(Cl)cc2Cl)C1=O` (stereo not drawn) gave ATG4B inh 8, hIAP act 1, APOBEC3A inh 19, A3G deaminase -5, MPTP inh 0.7, MIN6 prolif 2, mIAP act 1.1, hIAP block -3 and mIAP block -13.
Screening CCCCCN=Cc1c(C)[nH]n(-c2nc3ccccc3s2)c1=O returned ATG4B inh -3, hIAP act 0.98, APOBEC3A inh 0, A3G deaminase -6, MPTP inh 1.3, MIN6 prolif -6, mIAP act 0.99, hIAP block 2 and mIAP block 1.
Screening Cc1cccc(OCCC(=O)OCC(=O)Nc2c(C)nn(-c3ccccc3)c2C)c1 returned ATG4B inh 3, hIAP act 1.1, APOBEC3A inh 15, A3G deaminase -2, MPTP inh -0.7, MIN6 prolif 8, mIAP act 0.99, hIAP block -7 and mIAP block 1.
For CC1(C)CC(=O)C(N=Nc2c(F)cccc2F)=C(O)C1 the results were ATG4B inh 8, hIAP act 0.99, APOBEC3A inh 2, A3G deaminase 4, MPTP inh -0.2, MIN6 prolif 0, mIAP act 0.88, hIAP block 1 and mIAP block 12.

Quoted at random: two entries already listed, in no set order.
Screening Cc1ccc(C(C(=O)NC2CCCC2)N2CCc3ccccc32)cc1 (stereo not drawn) returned ATG4B inh -4, hIAP act 0.92, APOBEC3A inh -4, A3G deaminase -9, MPTP inh -0.7, MIN6 prolif -1, mIAP act 1.1, hIAP block 8 and mIAP block -6.
`Cc1ccc(-c2nnc(SCC(=O)N/N=C/c3ccccc3C(=O)O)n2-c2ccc(C)cc2)cc1` gave ATG4B inh -6, hIAP act 1, APOBEC3A inh 6, A3G deaminase 3, MPTP inh -0.1, MIN6 prolif 0, mIAP act 1, hIAP block -1 and mIAP block -2.

The results go on:
For CCCc1c(C(=O)Nc2ccc(F)cc2F)cnn1-c1ccccc1 the results were ATG4B inh -3, hIAP act 0.95, APOBEC3A inh -3, A3G deaminase -11, MPTP inh 1.6, MIN6 prolif 1, mIAP act 1.1, hIAP block 4 and mIAP block -7.
For C=CCn1c(=NC(=O)c2ccc(S(=O)(=O)N3CCCC3)cc2)sc2cc(NC(C)=O)ccc21 the results were ATG4B inh 9, hIAP act 0.96, APOBEC3A inh 3, A3G deaminase 2, MPTP inh 2.2, MIN6 prolif -2, mIAP act 0.96, hIAP block 4 and mIAP block 4.
For CCc1ccccc1NC(=O)COC(=O)C1C2CC3OC(=O)C1C3C2 (stereo not drawn) the results were ATG4B inh 0, hIAP act 0.92, APOBEC3A inh 1, A3G deaminase 1, MPTP inh -2.5, MIN6 prolif -4, mIAP act 1, hIAP block 8 and mIAP block -3.
For CCc1nn(CC(=O)N2CCN(CC)CC2)c(=O)c2cc3sccc3n12 the results were ATG4B inh 0, hIAP act 0.98, APOBEC3A inh 1, A3G deaminase 2, MPTP inh -1.8, MIN6 prolif 2, mIAP act 0.91, hIAP block 2 and mIAP block 10.
For Cc1cc(C)c(C)c(S(=O)(=O)NCc2ccncc2)c1C the results were ATG4B inh -7, hIAP act 1.1, APOBEC3A inh -4, A3G deaminase -9, MPTP inh 3.6, MIN6 prolif 0, mIAP act 1.1, hIAP block -10 and mIAP block -7.
CCOC(=O)C1CCN(C(=O)COC(=O)c2nc3nc(C)cc(C)n3n2)CC1 was read as ATG4B inh 12, hIAP act 1, APOBEC3A inh 0, A3G deaminase -9, MPTP inh 0.2, MIN6 prolif 4, mIAP act 1, hIAP block -5 and mIAP block -1.
Screening COCc1cc(C)n(CC(=O)N2CCCC2)c(=O)c1C#N returned ATG4B inh -7, hIAP act 0.97, APOBEC3A inh -3, A3G deaminase -4, MPTP inh 2.5, MIN6 prolif -1, mIAP act 0.99, hIAP block 3 and mIAP block 0.
`Cc1nc2cc(NC(=O)NCc3ccco3)ccc2n1C` gave ATG4B inh -5, hIAP act 1.1, APOBEC3A inh 1, A3G deaminase -3, MPTP inh 2.2, MIN6 prolif -1, mIAP act 0.93, hIAP block -8 and mIAP block 7.
COc1cc(N)c(Cl)cc1C(=O)OCC(=O)N(C)C1CCCCC1 was read as ATG4B inh -11, hIAP act 1.1, APOBEC3A inh -3, A3G deaminase -6, MPTP inh -2.1, MIN6 prolif -1, mIAP act 0.94, hIAP block -6 and mIAP block 6.
`COc1ccc(Cl)cc1N(CC(=O)Nc1cccc(SC)c1)S(C)(=O)=O` gave ATG4B inh -11, hIAP act 0.94, APOBEC3A inh 2, A3G deaminase 0, MPTP inh -2.1, MIN6 prolif -2, mIAP act 1.1, hIAP block 6 and mIAP block -7.
Screening O=C(CSc1nc(O)cc(=O)[nH]1)N1CCCc2ccccc21 returned ATG4B inh 1, hIAP act 1, APOBEC3A inh 7, A3G deaminase 2, MPTP inh 0.3, MIN6 prolif 2, mIAP act 0.79, hIAP block -2 and mIAP block 21.
Cc1ccc(S(=O)(=O)CCC(O)c2ccc(Cl)cc2)cc1 (stereo not drawn) was read as ATG4B inh -17, hIAP act 0.96, APOBEC3A inh 3, A3G deaminase 6, MPTP inh 1.0, MIN6 prolif 2, mIAP act 0.93, hIAP block 4 and mIAP block 8.
NC(=O)NOCc1c(Cl)cccc1Cl was read as ATG4B inh -8, hIAP act 1.1, APOBEC3A inh 0, A3G deaminase -2, MPTP inh -0.4, MIN6 prolif -2, mIAP act 1, hIAP block -6 and mIAP block -1.
`Cc1cc(C)n2nc(SCc3nnc(-c4ccc(F)cc4)o3)nc2n1` gave hIAP act 1.1, APOBEC3A inh 1, A3G deaminase -11, MIN6 prolif 2, mIAP act 0.98, hIAP block -5 and mIAP block 2.
For Cc1c(C(=O)Nc2cccc(S(=O)(=O)N3CCOCC3)c2)oc2ccccc12 the results were ATG4B inh 3, hIAP act 1, APOBEC3A inh -3, A3G deaminase -8, MPTP inh 0.3, MIN6 prolif 3, mIAP act 0.96, hIAP block -5 and mIAP block 4.
Screening N=C1SCC(=O)N1/N=C/c1ccccc1 returned ATG4B inh 2, hIAP act 0.94, APOBEC3A inh -1, A3G deaminase -7, MPTP inh -1.2, MIN6 prolif 2, mIAP act 0.92, hIAP block 6 and mIAP block 8.
Screening O=C(NCc1ccc(Cl)cc1)C1CCN(S(=O)(=O)c2ccccc2)CC1 returned ATG4B inh 1, hIAP act 0.99, APOBEC3A inh -1, A3G deaminase -5, MPTP inh -0.9, MIN6 prolif 0, mIAP act 1.2, hIAP block 1 and mIAP block -17.
`Cc1cc(OCC(=O)OCC(=O)Nc2ccc(Cl)cn2)ccc1Cl` gave ATG4B inh -8, hIAP act 0.87, APOBEC3A inh -3, A3G deaminase -6, MPTP inh 0.3, MIN6 prolif -3, mIAP act 0.95, hIAP block 13 and mIAP block 5.
Screening Cn1c(=O)c2c(-c3ccccc3)n(Cc3ccccn3)cc2n(C)c1=O returned ATG4B inh 1, hIAP act 1.2, APOBEC3A inh -1, A3G deaminase -3, MPTP inh -1.2, MIN6 prolif -1, mIAP act 0.86, hIAP block -17 and mIAP block 14.
O=C(Nc1cc(S(=O)(=O)N2CCCCCC2)ccc1OCC(F)(F)F)c1ccc(=O)[nH]c1 was read as ATG4B inh 2, hIAP act 0.98, APOBEC3A inh 2, A3G deaminase -1, MPTP inh -0.5, MIN6 prolif 2, mIAP act 1, hIAP block 2 and mIAP block -3.
